RXFP1 ag: qHTS Assay for Agonists of the Relaxin Receptor RXFP1; Relaxin receptor 1 (Homo sapiens), Q9HBX9; HEK293T-RXFP1 cAMP TR-FRET, 30 min; response scale: percent of porcine relaxin response, buffer zero; Potency, µM (titrated, usually from 57.5 µM), inactives show at the highest dose activation, most hits filed as activators; 370,000 tested, 0.3% active; further: potency means the concentration at half of the fitted maximal effect; on the % scale 0 is the no-effect control and ±100 the full control effect; nearly all actives have a fitted effect of over 60% in size; many of its hits are not listed in these tables
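cAMP rise read by TR-FRET after 30 min, 37C compound exposure (up to 58 uM) in RXFP1-transfected HEK293 cells with Ro 20174 present. EC50 from Hill-equation fits, with 29 nM porcine relaxin as 100% and buffer as basal.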
PI4K2A inh: qHTS for small molecular inhibitors of PI4K2A; Phosphatidylinositol 4-kinase type 2-alpha (Homo sapiens), Q9BTU6; purified PI4K2A, ADP-Glo luminescence, 1 h; hits give low values; activity change, negative = inhibition, % at 76.9 µM; 420,000 tested, 0.13% active; AID 1346378, 2018; in the data active means activity change below about -50%; inconclusive means mostly about -30% to -49%;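 further: -100% = wells without enzyme as full effect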
Target sequence (Q9BTU6 whole entry, looked up): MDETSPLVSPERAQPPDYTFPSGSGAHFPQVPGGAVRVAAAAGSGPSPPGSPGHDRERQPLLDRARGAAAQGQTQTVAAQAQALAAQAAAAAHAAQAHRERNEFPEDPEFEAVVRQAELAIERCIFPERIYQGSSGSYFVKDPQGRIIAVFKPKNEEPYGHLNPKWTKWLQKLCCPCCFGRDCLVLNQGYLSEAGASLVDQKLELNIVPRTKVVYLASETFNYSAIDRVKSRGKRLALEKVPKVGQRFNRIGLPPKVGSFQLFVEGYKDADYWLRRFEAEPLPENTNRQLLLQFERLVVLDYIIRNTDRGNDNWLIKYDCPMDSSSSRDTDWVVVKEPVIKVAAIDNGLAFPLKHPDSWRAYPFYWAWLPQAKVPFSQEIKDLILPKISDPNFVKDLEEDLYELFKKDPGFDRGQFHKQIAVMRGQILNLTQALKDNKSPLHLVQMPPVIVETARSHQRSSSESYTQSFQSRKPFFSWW
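In this quantitative HTS, ADP production by PI4K2A was quantified luminescently after 1 h at ambient temperature; 100 microM adenosine served as plate-quality control.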
LDHA inh: qHTS assay for inhibitors of human lactate dehydrogenase | L-lactate dehydrogenase A chain (Homo sapiens), P00338 | purified LDHA, NADH/diaphorase-resazurin fluorescence; hits give low values | activity change, % (values are at about 110 or 230 µM) | 480,000 tested, 0.15% active | AID 1347041, 2019; in the data active means activity change below about -30%; inconclusive means mostly about -25% to -30%;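 further: plate controls were DMSO wells for no effect and wells without enzyme for full effect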
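Human LDH5 (2 nM) was incubated with 0.06 mM NADH and 0.2 mM pyruvate for 5 min at room temperature in Tris pH 7.4. Remaining NADH was coupled through diaphorase/resazurin, and resorufin fluorescence was read at 0 and 20 min.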
USP1-UAF1 inh: Inhibitors of USP1/UAF1: Primary Screen; Ubiquitin carboxyl-terminal hydrolase 1 (Homo sapiens), O94782; Potency, µM (series often up to 57.1 µM), inactives show top-dose activity change, negative = inhibition, usual class: inhibitors; recombinant USP1/UAF1, Ub-Rhodamine cleavage fluorescence; 390,000 tested, 0.23% active; further: potency means the concentration at half of the fitted maximal effect; on the % scale 0 is the no-effect control and ±100 the full control effect; nearly all actives have a fitted effect of over 60% in size; inactives centre near -12
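USP1/UAF1 complex (1 nM) preincubated 15 min at room temperature with compound, then Ub-Rho substrate (150 nM final) added. Kinetic fluorescence at 480/540 nm over 6 reads at 60 s intervals; 50 mM HEPES pH 7.8, 0.5 mM EDTA, 0.1 mg/ml BSA, 1 mM TCEP, 0.01% Tween-20.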
Vif-APOBEC3G blk: qHTS for Inhibitors of Vif-A3G Interactions: qHTS; Potency, µM (top dose mostly 46.1 µM), for inactives: at the top dose activity, negative = active, usual class: inhibitors; AID 602310, 2012; 410,000 tested, 0.076% active; HeLa A3G-eYFP + Vif (tagged APOBEC3G with the HIV-1 protein that degrades it), YFP fluorescence, overnight; DNA dC->dU-editing enzyme APOBEC-3G (Homo sapiens), Q9HC16;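 further: potency means the concentration at half of the fitted maximal effect; on the % scale 0 is the no-effect control and ±100 the full control effect; nearly all actives have a fitted effect of over 60% in size; hits raise eYFP signal because A3G escapes Vif-driven loss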
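Read-out is eYFP fluorescence (Ex 488/Em 500-530) from Vif-expressing HeLa A3G-eYFP cells; more signal means A3G escaped Vif-mediated degradation. Cells plated overnight, compound pinned in, incubated overnight at 37 deg C.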
GRP78 ERSR act: qHTS for Inducers of the Endoplasmic Reticulum Stress Response (ERSR) in Human Glioma: qHTS; U87-MG GRP78 promoter luciferase reporter, 16 h; Potency, µM, inactives show top-dose activation, hits mostly activators; 420,000 tested, 0.02% active; AID 602332, 2012; further: potency means the concentration at half of the fitted maximal effect; series mostly up to about 76 µM; % of control where 0% means no effect; nearly all actives have a fitted effect of over 35% in size
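Stably transfected U87-MG human glioma cells carrying a GRP78-based luminescent sensor were seeded at 1000 cells/well, pin-dosed with compounds and incubated 16 h. Luciferase reagent was then added, and end-point luminescence was read after 10 min at room temperature.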
Vif-APOBEC3F blk: qHTS for Inhibitors of Vif-A3F Interactions: qHTS. AID 602313, 2012. 390,000 tested, 0.2% active. HeLa A3F-eYFP + Vif (tagged APOBEC3F with the HIV-1 protein that degrades it), YFP fluorescence increase. Potency, µM (titrated, usually from 46.1 µM), for the others: at the top dose activity, negative = active; further: potency means the concentration at half of the fitted maximal effect; % of control where 0% means no effect; nearly all actives have a fitted effect of over 65% in size
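HeLa cells stably expressing Vif plus C-terminally eYFP-tagged A3F were seeded, incubated overnight at 37 deg C, dosed with compound, incubated overnight again at 37 deg C. Yellow fluorescence (Ex 488/Em 500-530) reported blocked Vif-mediated A3F-eYFP degradation.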
TrxR1 substrate: qHTS Assay for Substrates of Mammalian Selenoprotein Thioredoxin Reductase 1 (TrxR1): qHTS; Thioredoxin reductase 1, cytoplasmic (Rattus norvegicus), O89049; 390,000 tested, 0.01% active; purified TrxR1 substrate turnover, NADPH consumption readout; Potency, µM (series often up to 114 µM), inactives show top-dose activity change, negative = substrate turnover; further: potency means the concentration at half of the fitted maximal effect; on the % scale 0 is the no-effect control and ±100 the full control effect; nearly all actives have a fitted effect of over 50% in size
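Rat TrxR1, dispensed at 90 nM, was prereduced with 400 uM NADPH (final) for 5 min at ~22 deg C, then incubated with compound 15 min before 400 uM selenite. A first-read NADPH fluorescence drop versus no-compound background flagged substrates.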
IDH1 R132H inh: qHTS for Inhibitors of mutant isocitrate dehydrogenase 1 (IDH1): qHTS; Potency, µM (doses to about 76.6 µM), for the others: at the top dose activity change, negative = inhibition, usual class: inhibitors; 390,000 tested, 0.093% active; IDH1-R132H enzyme, NADPH consumption, diaphorase/resazurin fluorescence; further: potency means the concentration at half of the fitted maximal effect; on the % scale 0 is the no-effect control and ±100 the full control effect; nearly all actives have a fitted effect of over 65% in size
Target sequence (O75874 whole entry R132H, stated change not applied): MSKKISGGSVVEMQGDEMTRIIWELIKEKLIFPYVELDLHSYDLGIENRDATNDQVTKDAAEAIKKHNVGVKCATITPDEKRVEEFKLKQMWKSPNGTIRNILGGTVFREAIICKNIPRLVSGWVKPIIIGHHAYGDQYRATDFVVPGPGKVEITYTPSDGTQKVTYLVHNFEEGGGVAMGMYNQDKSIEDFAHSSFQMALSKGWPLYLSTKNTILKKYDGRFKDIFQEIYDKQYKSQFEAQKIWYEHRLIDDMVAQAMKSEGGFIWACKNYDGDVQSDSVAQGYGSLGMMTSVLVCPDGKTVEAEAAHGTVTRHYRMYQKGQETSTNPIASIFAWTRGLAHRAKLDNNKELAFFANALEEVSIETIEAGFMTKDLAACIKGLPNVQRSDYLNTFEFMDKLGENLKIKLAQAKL
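IDH1-R132H (0.5 ug/mL dispensed) in pH 7.5 Tris buffer was preincubated 30 min with compound, then given a substrate mix of 0.016 mM NADPH and 2 mM alpha-KG for 80 min at room temperature; remaining NADPH was read by diaphorase/resazurin fluorescence.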
* = called active by the depositor; u = inconclusive; x = not tested or not shown; & = joins results of further samples; [ ] = dose if it differs, or a comment. Unless noted, the call rests on the fitted dose curve; in most records, active means well fitted curve in the direction sought with a large enough effect; inconclusive means small, poorly fitted or top-dose-only effect, or another doubt; inactive means no such curve, though single readings can be large; an effect the other way counts as inactive or inconclusive. This is a subset; rates above refer to the full screens.

SMILES | RXFP1 ag | PI4K2A inh | LDHA inh | USP1-UAF1 inh | Vif-APOBEC3G blk | GRP78 ERSR act | Vif-APOBEC3F blk | TrxR1 substrate | IDH1 R132H inh
Cc1ccc(C)c(-c2ccc(=O)n(Cc3c(F)cccc3Cl)n2)c1 | 0.0%&0.1% | 5&-4 | 3&-5 | -15%&-23% | 0%&8% | 4%&3% | -14%&2% | -14%&-3% | 40%&14%[activator]
CCc1nn2c(=O)cc(COC(=O)c3ccccc3NC(=O)COc3ccc(C)c(C)c3)nc2s1 | 1.6% | 2 | -7 | -3% | 1% | 3% | -12% | 1%[57.1 µM] | -3%
CC(C(=O)NC1CC(C)(C)NC(C)(C)C1)c1ccc([N+](=O)[O-])cc1 (configuration not stated) | 0.2% | 5 | -7 | -8% | 2% | -1% | 4% | -1%[57.1 µM] | 4%
O=C(/C=C/Nc1ccc(Cc2ccc(N/C=C/C(=O)C(F)(F)F)cc2)cc1)C(F)(F)F | -0.6% | -7 | 2 | -19% | -5% | 9% | -2% | 0%[11.4 µM] | 2%
NC(=O)C1CCCN(C(=O)c2ccc3c(c2)NC(=O)CS3)C1 (configuration not stated) | 0.0% | 5 | -3 | -19% | 2% | -2% | 2% | 4% | -11%
Cc1c(Cl)cccc1NC(=O)CCN1CCCCCC1 | 1.0% | 1 | -6 | -2% | -1% | -6% | 5% | -5% | -1%
CCOC(=O)c1nn(-c2ccccc2)c(C(=O)OCC)c1N | 4.3% | 1 | -6 | -3% | -5% | 0% | -5% | 594%[activator] | 5%
Cc1ccc(C(=O)N2C(=O)c3cccc(N)c3C2=O)o1 | 0.2% | -20 | -8 | -4% | 1% | 0% | -1% | 55%[activator] | 0%
Cc1nnc(NC(=O)CSc2nnc(-c3ccco3)o2)s1 | -0.2% | 1 | -4 | -23% | -12% | -1% | 6% | 4%[57.1 µM] | 2%
COc1ccc(Cl)cc1NC(=S)N(CCCN1CCOCC1)Cc1cn(C)c2ccccc12 | -0.1% | -1 | -1 | -14% | -1% | -4% | -5% | 0% | 2%
Cc1c(OC(=O)CNC(=O)OC(C)(C)C)ccc2c3c(c(=O)oc12)CCC3 | 5.5% | 9 | 5 | -12% | 0% | -2% | 6% | 42%[activator] | 6%
Cc1cc(=O)n2c(ccc3ccccc32)c1C#N | 5.3% | 4 | -6 | -9% | -1% | -4% | 0% | -1% | 1%
Cc1cc(C)cc(N(C(=O)Cn2nnc(-c3ccccc3)n2)C(C(=O)NC2CCCCC2)c2ccccn2)c1 (configuration not stated) | -1.2% | -3 | -12 | -21% | -3% | -4% | -8% | 13%[57.1 µM] | -12%
CCCCCn1c(SCC2CCCO2)nc2cc(C(=O)N3CCC(C(N)=O)CC3)ccc2c1=O (configuration not stated) | 0.1% | 1 | -1 | 0% | 3% | -1% | -9% | -3% | 0%
CC(=O)N1CCc2cc(NC(=O)C3(C)CCN3Cc3ccccc3Cl)ccc21 (configuration not stated) | x | 4 | -10 | x | 1% | -2% | x | x | x
CC(O)[C@H]1CNC(=O)C(=O)N1CC1CCCCC1 (some centres not stated) | -0.7% | 1 | -1 | -22% | 0% | -1% | 0% | -3%[57.1 µM] | -8%
Cn1c2ccccc2c2ncn(Cc3ccco3)c(=O)c21 | 0.5% | -2 | -5 | -26% | -3% | -1% | -19% | 50%[activator] | 2%
COc1ccc(C)cc1Nc1nc(N)c2ccccc2n1 | -0.3% | 2 | 0 | -17% | -3% | 1% | 11% | -1% | -7%
Cn1c(=O)[nH]c(=O)c2[nH]c(CN3CCN(Cc4ccccc4)CC3)nc21 | 0.0% | 3 | -15&10 | -8% | -1% | -3% | 1% | 5% | -2%
COc1ccc(-n2c(=O)[nH]c3cc(C(=O)NCCc4ccccc4)ccc3c2=O)cc1OC | -0.7%&0.2% | 9&3 | -3&-3 | -13%&-15% | 5%&1% | -2%&-2% | 1%&1% | 8%&-6% | 15%&0%
Cc1cccnc1NC(=O)CNC(=O)C12CC3CC(CC(Cl)(C3)C1)C2 | 3.3% | -1 | -2 | -25% | 0% | -1% | 3% | -4%[57.1 µM] | -5%
Cc1ccc(S(=O)(=O)NCC(c2cccnc2)N2CCc3ccccc32)cc1 (configuration not stated) | -0.1% | -6 | 0 | -15% | -4% | -6% | -12% | -5% | -4%
Brc1ccccc1/C=N/Nc1ccc2ccccc2n1 | -2.1% | -3 | -1 | -19% | -11% | 4% | 3% | -13% | 9%
Cc1cc(C)c(S(=O)(=O)Cc2ccccc2)c(Cl)n1 | 1.2% | -8 | 1 | -14% | 0% | -5% | 11% | -4%[57.1 µM] | 5%
COCCCN(C(=O)Cn1ncc2c(=O)oc3ccc(C)cc3c21)C(C)c1ccncc1 (configuration not stated) | -0.2% | -9 | -1 | -17% | 3% | -2% | 1% | 2%[57.1 µM] | 11%
Cc1cc2c(cc1NS(=O)(=O)c1ccc(NC(=O)CC(C)C)cc1)n(C)c(=O)c(=O)n2C | 1.8% | 2 | 1 | 0% | -5% | 2% | 0% | 4%[57.1 µM] | -3%
O=C(Nc1ccc(F)c(Cl)c1)c1cc(C2CCCCN2C(=O)CCCc2ccccc2)on1 (configuration not stated) | x | -2 | 0 | x | 2% | -2% | x | x | x
O=C(Nc1ccc2c(c1)CN(C(=O)Nc1ccc(F)cc1)CC2)c1ccccn1 | x | -6 | -10 | -12% | -19% | 2% | 2% | x | 1%
COc1cc(/C=N/NC(=O)CC2(C)OCCCO2)ccc1OCc1ccccc1 | 1.1% | -3 | -2 | -6% | -1% | 3% | -18% | -8% | 1%
CCNc1nc(C)c(CN(C(C)=O)c2ccccc2)nc1C#N | 1.5% | -6 | 1 | -15% | 0% | -2% | 13% | 65%[activator][57.1 µM] | 4%
C[C@@H](NC(=O)c1nc[nH]c1C(=O)N1CCN(c2ccccc2)CC1)c1ccccc1 | -2.0% | 0 | -16 | -21% | 0% | -3% | 1% | 1% | 1%
COc1ccc(OC)c(/C=N/NC(=O)c2ccc3nc[nH]c3c2)c1 | 5.1% | 7 | -7 | -26% | -2% | -6% | 3% | 39%[activator] | 6%
Cn1cnc2c(=O)oc3ccc(S(=O)(=O)Nc4ccc(F)cc4)cc3c21 | 6.7% | -4 | -5 | 2% | -6% | -3% | -16% | -8% | -8%
CCOc1cc(/C=N/Nc2nnc(C)n2N)ccc1OC(C)=O | -2.1% | u | 37 | -26% | 5% | -6% | 13% | -1%[57.1 µM] | 11%
C[C@H]1CN([C@@H](C)CO)C(=O)c2cc(C#Cc3cccnc3)cnc2O[C@H]1CN(C)Cc1ccc(F)cc1 | x | -6 | 5 | -20% | 0% | -3% | -13% | x | 11%
CCN(CC)C(=O)c1cccc(-c2csc(C(O)c3ccc(F)c(OC)c3)n2)c1 (configuration not stated) | x | 3 | -2 | x | -1% | -1% | x | x | x
Fc1cccc(Cl)c1COc1ccc(-c2nnco2)cc1 | -2.3% | -2 | -7 | -3% | -6% | 2% | 1% | -5% | -10%
CCN1CCOC(=O)C1CC(=O)Nc1cc(Cl)ccc1C (configuration not stated) | 0.9% | -3 | -13 | -15% | -9% | -6% | 1% | 4% | 22%

Reprinted from the entries so far (four entries):
SMILES | RXFP1 ag | PI4K2A inh | LDHA inh | USP1-UAF1 inh | Vif-APOBEC3G blk | GRP78 ERSR act | Vif-APOBEC3F blk | TrxR1 substrate | IDH1 R132H inh
C[C@@H](NC(=O)c1nc[nH]c1C(=O)N1CCN(c2ccccc2)CC1)c1ccccc1 | -2.0% | 0 | -16 | -21% | 0% | -3% | 1% | 1% | 1%
COc1ccc(OC)c(/C=N/NC(=O)c2ccc3nc[nH]c3c2)c1 | 5.1% | 7 | -7 | -26% | -2% | -6% | 3% | 39%[activator] | 6%
Cn1cnc2c(=O)oc3ccc(S(=O)(=O)Nc4ccc(F)cc4)cc3c21 | 6.7% | -4 | -5 | 2% | -6% | -3% | -16% | -8% | -8%
CCOc1cc(/C=N/Nc2nnc(C)n2N)ccc1OC(C)=O | -2.1% | u | 37 | -26% | 5% | -6% | 13% | -1%[57.1 µM] | 11%

Source: PubChem BioAssay
